TROY signal inh: TROY signaling inhibition; 0.98% of 360,000 active; Q293 LMP1-TROYcd NF-kB luciferase reporter, 4 h; inhibition, % at 10 µM;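 active = compounds whose plate-normalised and pattern-corrected inhibition of the luciferase reporter signal at the single screening dose is 50% or more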
LMP1 NFkB inh: reduces LMP1-driven NF-kappaB luciferase signal | LMP1-induced NF-kappaB luciferase reporter cells, luminescence | inhibition, % at 12.5 µM | 0.69% of 350,000 active | AID 504558; in the data active = inhibition above about 41%;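 note: 0% = neutral control wells and 100% = reference inhibitor control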
COUP-TFII inh: inhibitors of human COUP-TFII (NR2F2); P24468; HEK293T NGFI-A luciferase reporter, luminescence; inhibition, % at 8.6 µM; 0.7% of 370,000 active; AID 686940;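 active = inhibition above a per-plate cutoff, mean inhibition of test wells between control levels plus 3 SD, cut at about 38% in these data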;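 note: cells cotransfected with COUP-TFII expression vector driving the NGFI-A reporter; 0% = median of COUP-TF2 test wells and 100% = reporter-only cells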
Target sequence (P24468 whole entry, looked up): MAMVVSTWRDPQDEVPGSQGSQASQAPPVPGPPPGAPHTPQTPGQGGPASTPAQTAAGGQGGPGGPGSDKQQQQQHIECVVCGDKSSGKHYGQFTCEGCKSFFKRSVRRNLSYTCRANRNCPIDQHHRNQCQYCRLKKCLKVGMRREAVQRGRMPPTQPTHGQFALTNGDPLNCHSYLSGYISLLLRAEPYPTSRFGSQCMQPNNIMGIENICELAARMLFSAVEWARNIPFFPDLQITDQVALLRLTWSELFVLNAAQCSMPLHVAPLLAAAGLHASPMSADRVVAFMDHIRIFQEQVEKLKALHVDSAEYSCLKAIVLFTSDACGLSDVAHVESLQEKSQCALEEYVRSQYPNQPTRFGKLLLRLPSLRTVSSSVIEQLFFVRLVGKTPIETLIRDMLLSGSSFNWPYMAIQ
SRC3 inh: inhibitors of human steroid receptor coactivator 3 (SRC3). Q9Y6Q9. HEK293 GAL4-SRC3 luciferase reporter, luminescence. inhibition, % at 3.6 µM. 0.17% of 360,000 active;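 active = inhibition above a per-campaign cutoff, the mean of all compounds plus 3 SD, cut at about 60% in these data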;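 note: 0% = DMSO-treated cells and 100% = gossypol-treated cells at 36 µM; higher means less SRC3-driven luciferase light from the GAL4 reporter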
TWEAK-Fn14 inh: blocks TWEAK-Fn14 interaction in a reporter cell assay. TWEAK-stimulated Fn14 reporter cells, luciferase luminescence, 8 h. 2% of 360,000 active. inhibition, % at 10 µM; in the data active = inhibition above about 50%
NCOA1 inh: inhibitors of human steroid receptor coactivator 1 (SRC1). inhibition, % at 3.6 µM. Q15788. 0.12% of 360,000 active. AID 588354. HEK293 GAL4-SRC1 luciferase reporter, luminescence;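 active = inhibition above the campaign mean plus 3 SD, with each screening campaign given its own cutoff, cut at about 60% in these data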;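 note: 0% = DMSO treated cells and 100% = gossypol at 36 µM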
TRAIL sens C8: caspase-8 TRAIL sensitization | NB7+C8 cells + TRAIL, ATPlite viability luminescence | inhibition (viability loss, TRAIL sensitization), % at 10 µM | 1% of 360,000 active;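 active = compounds causing at least 50% loss of cell viability in the single-dose screen, relative to plate controls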
NR5A2 inv ag: inverse agonists of human LRH-1 (NR5A2) | HEK293T StAR-luciferase reporter, LRH-1 transfected, 24 h | inhibition, % at 3.6 µM | 0.13% of 360,000 active;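 active = inhibition above the mean inhibition of all tested compounds plus 3 SD, cut at about 73% in these data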;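 note: 0% = DMSO wells and 100% = reporter-only cells lacking LRH-1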
Target sequence (O00482 whole entry, looked up): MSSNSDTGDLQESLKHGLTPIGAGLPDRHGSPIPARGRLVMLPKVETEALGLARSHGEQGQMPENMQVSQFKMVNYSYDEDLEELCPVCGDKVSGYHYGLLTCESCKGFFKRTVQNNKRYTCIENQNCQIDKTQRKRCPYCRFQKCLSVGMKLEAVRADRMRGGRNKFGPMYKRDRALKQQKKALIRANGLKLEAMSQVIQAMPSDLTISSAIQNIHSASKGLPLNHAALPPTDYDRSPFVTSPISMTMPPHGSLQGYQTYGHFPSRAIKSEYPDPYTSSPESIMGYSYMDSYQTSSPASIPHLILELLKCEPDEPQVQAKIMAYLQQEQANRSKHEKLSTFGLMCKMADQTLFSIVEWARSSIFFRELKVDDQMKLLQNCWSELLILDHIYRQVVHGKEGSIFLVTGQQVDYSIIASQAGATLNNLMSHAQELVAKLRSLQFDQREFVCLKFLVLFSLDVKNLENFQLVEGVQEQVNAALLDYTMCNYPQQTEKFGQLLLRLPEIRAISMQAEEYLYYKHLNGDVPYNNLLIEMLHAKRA
KKLEB cytotox: counter-screen for CF NF-kB inhibitors: cytotoxicity; KKLEB CF airway cells viability, ATPlite luminescence, overnight; stronger effect = lower value; cells stimulated with P. aeruginosa culture filtrate; activity change (cytotoxicity), % at 5 µM; 0.36% of 360,000 active; AID 602141;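 active = corrected activity change at or below -50% at 5 µM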
Shn3 3UTR inh: Schnurri-3 reporter inhibition in Clone20 osteoblasts. inhibition, % at 12.5 µM. Clone20 osteoblast Shn3 3'UTR firefly luciferase, 24 h. 0.52% of 360,000 active;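 active = mean inhibition of at least 75% with every replicate also reaching 75%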;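 note: 0% = median of neutral control wells and 100% = pilot-screen positive control compound; some compounds past the cut are filed as inactive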
CF NFkB block: cystic fibrosis NF-kB activation inhibition. KKLEB NF-kB-GFP reporter, PAF-induced, GFP fluorescence overnight. inhibition, % at 5 µM. 0.86% of 360,000 active;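 active = at least 50% inhibition at 5 µM, scaled per plate between neutral and stimulator controls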;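 note: PAF is a Pseudomonas aeruginosa culture filtrate used as stimulus; plate controls were PAF-stimulated DMSO wells for no effect and unstimulated DMSO wells for full effect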
Active calls of the source: *; . = not tested or not shown. Not all compounds are listed. The share of hits here may be higher or lower than overall.

SMILES | TROY signal inh | LMP1 NFkB inh | COUP-TFII inh | SRC3 inh | TWEAK-Fn14 inh | NCOA1 inh | TRAIL sens C8 | NR5A2 inv ag | KKLEB cytotox | Shn3 3UTR inh | CF NFkB block
COc1ccccc1C(=O)CSc1n[nH]c(N)n1 | -13.6 | -6.9 | 11.0 | -21.1 | -12.5 | -0.2 | -9.6 | -7.0 | -2.6 | 3.7 | 5.7
O=C(O)c1ccc(OC(F)(F)C(F)C(F)(F)F)cc1 (stereo not drawn) | -2.3 | 0.0 | 5.0 | -1.1 | 4.2 | 2.1 | 0.6 | -0.8 | 10.0 | 1.7 | -14.4
COc1ccc(S(=O)(=O)N2CCC(C(=O)N[C@@H](C)C(=O)NCc3ccccn3)CC2)cc1 | -35.3 | 1.3 | -5.8 | 3.4 | -3.4 | -22.0 | -5.7 | -3.3 | -3.6 | 6.5 | 0.7
CCOC(=O)c1c(NC(=O)CN2C(=O)NC3(CCC(C)CC3)C2=O)sc(C(=O)N(C)C)c1C (stereo not drawn) | -8.3 | 0.5 | 19.1 | -18.2 | -11.8 | -11.2 | -2.7 | -33.2 | -2.3 | 13.0 | 12.0
COc1ccc(CNc2nc3nc(C)c(Cl)c(=O)n3[nH]2)cc1OC | -2.0 | -5.5 | 9.4 | 0.8 | -8.4 | -25.4 | -0.4 | -5.7 | -2.3 | 6.0 | -4.4
C/C(=N\NC(=O)c1ccc2c(c1)OCO2)c1ccc(NS(C)(=O)=O)cc1 | -45.5 | -16.9 | -39.1 | -45.8 | -9.2 | -41.9 | 15.9 | -51.4 | 7.9 | -14.3 | -2.6
O=C(CNS(=O)(=O)c1ccc(F)cc1)N1CCCCCC1 | -10.1 | -1.4 | -12.4 | -15.3 | -17.9 | -57.2 | 0.3 | -6.0 | 2.3 | -1.8 | -7.2
Cn1c(=O)oc2cc(S(=O)(=O)NCCN3CCN(c4ccccc4F)CC3)ccc21 | 8.1 | 6.2 | -6.5 | -14.3 | 0.0 | -3.0 | 0.0 | 15.2 | -5.1 | -1.4 | 9.7
Cc1ccc(C(=O)NCC(=O)OCC(=O)/C=C2\N(C)c3ccccc3C2(C)C)cc1C | 31.6 | 1.4 | 1.6 | 8.2 | 0.4 | -10.1 | -6.7 | 8.2 | -6.0 | 12.2 | 11.8
Cc1ccc(C(=O)Nc2ncccc2O)o1 | 2.4 | 4.0 | -1.7 | -21.7 | -10.3 | -39.4 | -4.6 | -66.3 | 0.2 | -41.5 | -4.2
COc1ccccc1N1CCN(C(=O)c2cccc(N3C(=O)NC4CC3(C)Oc3ccccc34)c2)CC1 (stereo not drawn) | 4.7 | 4.7 | 1.6 | 3.5 | 32.7 | -0.6 | 4.2 | -14.3 | 6.2 | -6.7 | 10.9
O=S(=O)(NCc1ccccc1)c1ccc(S(=O)(=O)N(Cc2cccs2)CC2CCCO2)cc1 (stereo not drawn) | -11.6 | 10.0 | -14.6 | 2.4 | 2.6 | -0.4 | -43.7 | 10.1 | 5.1 | 7.1 | 2.2
COC(=O)c1ccc(C(=O)OC)c(NC(=O)CSCc2ccc(Cl)cc2)c1 | -10.2 | -6.1 | 6.9 | 3.6 | 4.0 | 1.2 | 2.1 | 2.4 | -3.0 | 23.2 | 2.8
CCOC(=O)c1nnc2cc(-c3ccccc3)nn2c1C | -11.8 | -7.8 | -5.4 | -25.1 | 6.1 | -77.1 | -1.8 | -51.4 | 0.6 | -0.6 | -6.5
C=CCc1cccc(Cl)c1OCCON1C(=O)CCC1=O | -2.6 | 3.1 | -0.1 | -13.8 | 9.2 | -5.5 | -9.3 | -9.6 | 12.2 | -0.7 | 1.8

An excerpt from above, showing only COUP-TFII inh.
Structure	COUP-TFII inh
O=C(CNS(=O)(=O)c1ccc(F)cc1)N1CCCCCC1	-12.4
Cn1c(=O)oc2cc(S(=O)(=O)NCCN3CCN(c4ccccc4F)CC3)ccc21	-6.5
Cc1ccc(C(=O)NCC(=O)OCC(=O)/C=C2\N(C)c3ccccc3C2(C)C)cc1C	1.6

Continuation:
SMILES | TROY signal inh | LMP1 NFkB inh | COUP-TFII inh | SRC3 inh | TWEAK-Fn14 inh | NCOA1 inh | TRAIL sens C8 | NR5A2 inv ag | KKLEB cytotox | Shn3 3UTR inh | CF NFkB block
CN1C(=O)[C@H]2[C@@H](c3ccccc3)N[C@]3(CCCN(Cc4ccco4)C3=O)[C@H]2C1=O | -5.2 | -0.9 | 8.8 | -0.7 | 14.3 | -17.4 | 2.1 | -22.8 | 8.1 | 12.2 | -5.9
Cc1cccc(NC(=O)Cn2nnc(-c3cccs3)n2)c1C | -22.9 | -30.8 | 2.2 | 4.0 | 6.5 | 4.5 | -9.4 | 4.2 | 19.8 | 16.6 | -3.3
O=C(C[C@H]1C/C=C/CC[C@H](Cc2ccc(F)cc2)C(=O)O[C@H](c2ccccc2)CNC1=O)NCCO | -7.3 | -2.8 | 4.6 | -9.9 | 11.2 | -7.5 | 4.1 | -0.2 | 10.3 | 2.3 | 9.6
Cc1cccc(NC(=O)c2cc([N+](=O)[O-])ccc2N2CCCCC2)n1 | -3.5 | 3.6 | 0.2 | 10.2 | 2.0 | -7.8 | -4.0 | -7.6 | -3.3 | -0.4 | 12.2
CCn1ccnc1CN(C)C(=O)c1cc(COc2ccc(-n3cncn3)cc2)on1 | 24.1 | 1.3 | 5.7 | -6.2 | 2.0 | 21.6 | 47.7 | -8.2 | -7.5 | 50.7 | 17.1
C=CCNS(=O)(=O)c1ccc2nsnc2c1 | -12.0 | -10.1 | 8.3 | 4.4 | 18.8 | -11.9 | -3.2 | 16.9 | 8.4 | -8.5 | -9.8
c1ccc(SCc2nc3ccccc3[nH]2)cc1 | 6.8 | -31.0 | -21.3 | -85.8 | -9.9 | -109.1 | 14.1 | -150.4 | 1.1 | -26.9 | -17.7
Cc1cnc(NC(=O)CSc2ccc(Cl)cc2)s1 | -27.4 | 3.4 | -5.2 | -0.7 | -10.4 | 4.2 | -9.2 | -5.8 | 6.7 | -22.0 | -5.2
Cc1ccc(CSc2nnc(-c3cnccn3)n2C)cc1 | -48.6 | -10.3 | 17.3 | 0.5 | 15.7 | 2.4 | 2.1 | 12.3 | 14.4 | -12.4 | -17.5
O=C(NCc1ccccn1)C1CN(S(=O)(=O)c2ccccc2)CCN1S(=O)(=O)c1ccccc1 (stereo not drawn) | -1.4 | -8.0 | 1.8 | -2.5 | -0.1 | -2.9 | -22.6 | 1.8 | 8.8 | 5.1 | 0.3
C[n+]1ccccc1/C=C/c1ccc(C#N)cc1 | -1.3 | 2.9 | -12.3 | 1.7 | -6.6 | -11.8 | -13.3 | -1.2 | 6.5 | 0.0 | 11.7
CC(C)CC(O)(CC(C)C)C(=O)NNc1ccccc1 | 8.6 | -0.3 | -1.2 | 2.6 | -7.9 | -7.2 | -14.2 | -1.4 | -6.3 | -0.5 | -4.4
CCCn1nc(CC(=O)OCC)c2ccccc2c1=O | -11.6 | -3.1 | 0.9 | 2.5 | 6.7 | -35.8 | 1.6 | 3.2 | -7.6 | -10.4 | 10.3
Cc1ccc(C)c(OCC(O)CN2CCC(Cc3ccccc3)CC2)c1 (stereo not drawn) | 0.8 | 6.1 | 9.8 | 9.8 | 2.6 | 10.6 | 14.5 | -8.8 | -10.6 | 65.0 | 2.0
Cc1cc(C(=O)c2ccc(C(C)(C)C)cc2)c(NC(=O)CCl)s1 | -8.3 | -1.5 | -8.5 | 12.2 | -8.2 | -1.2 | 12.7 | -8.0 | -21.3 | 22.2 | 25.8
CCC(=O)Nc1cccc(-c2cn3ccsc3n2)c1 | -34.3 | -0.2 | -10.2 | -2.8 | -25.5 | -51.9 | 11.0 | -11.8 | 4.1 | -26.9 | -5.3
Cc1cccc(CSCc2ccc(C(=O)NC(C)C)o2)c1 | -16.1 | 4.6 | 6.0 | 0.5 | 0.7 | -2.0 | 33.3 | -8.7 | -2.3 | 19.4 | 1.0
CCn1cc(-c2cc(C(=O)O)c3ccccc3n2)c(C)n1 | -13.1 | -0.2 | 0.9 | 8.1 | 3.6 | -23.1 | 14.5 | -1.7 | -7.0 | -12.9 | -6.9
O=C(O)Cn1c(CCS(=O)(=O)c2ccc(Br)cc2)nc2ccccc21 | 5.0 | 0.1 | -0.4 | 9.6 | -18.9 | 7.3 | -2.5 | 2.4 | 2.3 | 2.2 | 0.8
Cc1ccc(S(=O)(=O)N2CCCCC2)cc1C(=O)OC1CCCCC1=O (stereo not drawn) | 12.9 | 2.3 | 19.1 | -3.6 | -3.6 | 5.0 | 0.3 | -8.6 | 2.2 | 19.3 | -35.2
CCSCc1nnc(SCC(=O)c2ccc(OC)cc2)n1C | . | -3.7 | -3.0 | 3.2 | 84.0* | -5.9 | -11.4 | 2.9 | 4.0 | 2.4 | 4.2
O=C(NC(=S)Nc1cc(C(F)(F)F)ccc1Cl)c1ccccc1 | -55.3 | -7.9 | -4.7 | -6.7 | -15.9 | 7.7 | -13.1 | 6.6 | -2.0 | 11.8 | -3.4
CCNc1ccc(C(=O)OCC(=O)NCc2ccccc2Cl)cc1[N+](=O)[O-] | 0.9 | 6.1 | -6.7 | 14.4 | -40.2 | 11.4 | -6.6 | 5.8 | 2.2 | 3.1 | -5.0
Cc1ccc(-n2ncc(C(=O)NC3CC3)c2C2CCN(C(=O)OC(C)(C)C)CC2)cc1 | -2.3 | 4.5 | 10.6 | -3.7 | 4.4 | -22.2 | -22.0 | -8.6 | -16.9 | -14.5 | 12.7
CC(C)CC(=O)Nc1ccc2c(c1)nc(CCN1CCCCC1)n2C | 3.4 | -2.1 | 6.9 | 7.8 | 0.9 | 2.8 | -6.5 | 8.7 | 1.5 | -3.8 | 3.5
COc1cc(OC)cc(-c2nnc(SCc3c(F)cccc3Cl)o2)c1 | -56.7 | -5.4 | -5.0 | -59.3 | -0.1 | -47.9 | -0.6 | -41.4 | -33.4 | -26.0 | 32.5
Cc1nc(NS(=O)(=O)c2ccccc2)sc1NC(=O)OC(C)C | 8.4 | -8.5 | -6.5 | -14.1 | -11.2 | 7.3 | 1.8 | 6.8 | -8.1 | 16.2 | -10.1
CCc1ccc(C)c(OC(=O)c2cncc(Br)c2)c1 | 19.1 | 0.1 | -29.3 | -8.7 | 3.4 | -7.6 | -5.1 | 0.3 | 2.6 | 0.0 | 14.8
COc1ccc(OC)c(C(=O)c2ccccc2)c1 | -11.8 | -0.9 | 14.8 | 9.6 | -10.9 | -30.6 | -13.9 | -0.2 | -8.8 | -14.7 | 3.5
Cc1ccc(C(=O)N2CCN(c3ccc(NC(=O)Cc4ccccc4)cc3)CC2)cc1 | -6.4 | 3.9 | -21.2 | 4.9 | -8.5 | 11.5 | -3.8 | 9.8 | 2.5 | 11.9 | -18.9
Cc1cc(C(=O)Nc2ccc(Cl)cc2)c(C)n1-c1ccccc1 | 89.2* | . | 86.0* | 86.2* | 102.7* | 85.0* | 82.7* | 82.8* | -68.0* | . | -14.9

Screening data from PubChem BioAssay.
